# Screens as filed in PubChem BioAssay.
# E-sel inducer: E-selectin induction on HUVECs | AID 686992 | HUVEC E-selectin immunofluorescence imaging; normalized: neutral wells 0, TNF-alpha wells 100 | activation, % at 7.58 µM | 0.37% of 260,000 active;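 active = mean E-selectin-positive cell signal at least 10% of the positive control, reached in at least 60% of replicates, without over 20% cell loss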;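 note: in these data hits start at about 27%; measured in HUVEC primary endothelial cells; signal is the percent of cells scored E-selectin positive by PE staining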
# Target sequence (P16581 whole entry, looked up): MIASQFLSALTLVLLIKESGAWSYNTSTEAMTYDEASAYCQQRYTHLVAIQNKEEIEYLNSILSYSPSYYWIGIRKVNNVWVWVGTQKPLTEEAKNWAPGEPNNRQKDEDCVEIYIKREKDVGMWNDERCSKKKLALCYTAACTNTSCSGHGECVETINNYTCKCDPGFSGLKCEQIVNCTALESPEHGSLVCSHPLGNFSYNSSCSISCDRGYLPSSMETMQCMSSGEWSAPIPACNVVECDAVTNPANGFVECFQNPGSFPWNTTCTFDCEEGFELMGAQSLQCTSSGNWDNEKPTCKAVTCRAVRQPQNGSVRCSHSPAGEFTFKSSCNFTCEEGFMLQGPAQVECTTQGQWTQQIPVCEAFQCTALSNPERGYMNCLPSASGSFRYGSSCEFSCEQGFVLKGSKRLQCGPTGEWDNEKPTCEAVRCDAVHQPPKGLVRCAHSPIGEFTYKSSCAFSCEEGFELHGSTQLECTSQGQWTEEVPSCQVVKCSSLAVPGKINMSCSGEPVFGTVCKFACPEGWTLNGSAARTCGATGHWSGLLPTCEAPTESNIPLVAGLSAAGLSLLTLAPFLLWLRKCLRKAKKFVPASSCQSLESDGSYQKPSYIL
#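 Test system: HUVEC; input: 3,000 HUVEC/well; measured by: immunofluorescence imaging; read-out: % PE-positive cells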
# RAD54 inh: inhibitors of human RAD54 branch migration | Q92698 | inhibition, % at 10.4 µM | 0.14% of 360,000 active | AID 602329 | RAD54 Holliday junction branch migration, FAM/BHQ fluorescence;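 active = mean normalized replicate activity at least 40 and at least half of replicates scoring 40 or more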;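 note: 0% = median of neutral control wells and 100% = median of positive control wells; inhibitors cause a drop in the FAM fluorescence signal; in these data hits start at about 50%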
# ERp5 inh: ERp5 (human) disulfide isomerase inhibition; Q15084; ERp5 insulin aggregation, absorbance 650 nm, 90 min; inhibition, % at 9.99 µM; 0.05% of 350,000 active;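 active = mean replicate inhibition above about 25%, with every replicate also reaching it, limit read from the data, passing the limit was not always enough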
# Target sequence (Q15084 whole entry, looked up): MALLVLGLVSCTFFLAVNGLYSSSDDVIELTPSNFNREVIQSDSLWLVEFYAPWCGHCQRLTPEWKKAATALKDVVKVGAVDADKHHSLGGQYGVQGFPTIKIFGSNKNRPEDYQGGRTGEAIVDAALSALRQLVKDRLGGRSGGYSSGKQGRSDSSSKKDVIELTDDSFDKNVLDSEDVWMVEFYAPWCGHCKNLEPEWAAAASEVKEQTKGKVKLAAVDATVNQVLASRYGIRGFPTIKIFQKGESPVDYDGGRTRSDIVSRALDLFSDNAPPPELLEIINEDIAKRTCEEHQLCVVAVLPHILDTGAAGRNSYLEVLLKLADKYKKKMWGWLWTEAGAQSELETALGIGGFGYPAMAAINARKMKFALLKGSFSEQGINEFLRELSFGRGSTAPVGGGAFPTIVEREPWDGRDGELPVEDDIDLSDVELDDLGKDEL
# RAD52 anneal inh: RAD52 (human) annealing inhibition; P43351; recombinant RAD52 DNA annealing, FRET fluorescence; inhibition, % at 18.7 µM; 0.46% of 360,000 active;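 active = every replicate showing at least 50% inhibition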
# esBAF inh: inhibitors of esBAF chromatin remodeling in mouse ES cells; reporter increase, % at 12.5 µM; Bmi1-luciferase knock-in reporter, 24 h; 100% = twice the neutral-well signal; 2% of 350,000 active; AID 602393; in the data active = activation above about 40%;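 note: 0% = median of the plate's neutral control wells and 100% = double that signal; a rise in the Bmi1 reporter signal indicates esBAF inhibition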
# S100A4 MyoIIA: inhibitors of human S100A4 binding to myosin IIA peptide; 0.14% of 360,000 active; P26447; S100A4/TAMRA-MyoIIA peptide fluorescence polarization; inhibition, % at 10.7 µM; AID 652163;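 active = mean inhibition of at least 70% across replicates, with every replicate also reaching that level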
#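 incubation = readout 5 min after mixing, signal stable up to 60 min | system = S100A4 monomer protein | buffer or medium = HEPES pH 7.2 with CaCl2, KCl, NaCl, DTT, Triton | benchmarks = neutral control DMSO, positive control TFP | also added = fluorescent myosin IIA peptide, 5 nM | compound dosing = one concentration per compound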
# Xi reactivation: reactivates the inactive X chromosome in mouse fibroblasts | XiGFP mouse fibroblasts, % GFP-positive cells imaging, 3 d; cells co-treated with 5-aza-dC sensitizer; scaled so ellipticine positive control = 100% | activation, % at 7.58 µM | 0.055% of 360,000 active | AID 743238;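 active = mean normalized replicate activation at least 10% and every replicate at or above 10%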;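 note: 0% = median of on-plate neutral control wells and 100% = ellipticine 6 µM median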
#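 System: SV40-immortalized XiGFP fibroblast cells, line 68-5-11 / Incubation: 3-day compound exposure, then 15 min fixation at room temperature / Compound: single concentration per compound, delivered by pin transfer / Buffer or medium: DMEM plus 5-aza-dC sensitizer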
# ERAP1 inh: inhibitors of human ERAP1 aminopeptidase; recombinant ERAP1, Leu-AMC fluorescence, 60 min; Q9NZ08; 0.15% of 340,000 active; inhibition, % at 10.7 µM;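 active = mean replicate inhibition of at least 30%, or all replicates individually reaching that 30% level; inactive = mean below 30% and not every replicate reaching it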;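 note: 0% = neutral control wells and 100% = L-leucinethiol positive control wells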
# * hit, by the source's call; / = no result given; & = joins results of further samples.
cpd | structure | E-sel inducer | RAD54 inh | ERp5 inh | RAD52 anneal inh | esBAF inh | S100A4 MyoIIA | Xi reactivation | ERAP1 inh
1 | COc1ccc(NC(=O)CSc2nnc(CNc3ccc(C)cc3)n2C)cc1 | / | / | -2 | -3 | / | 0 | 0.0 | 0
2 | Cc1ccc(NC(=O)CSc2nc3nn(-c4ccccc4)c(=O)c-3c3n2CCCCC3)cc1F | / | -6 | 14 | -2 | 7 | 5 | -0.2 | 1
3 | O=C(CSc1nc(-c2ccc(Cl)cc2)[nH]c(=O)n1)Nc1cccc(Cl)c1 | 0.4 | -3 | 0 | -8 | / | 0 | 0.0 | /
4 | C[C@@H]1CN([C@@H](C)CO)S(=O)(=O)c2ccc(C#CC3(O)CCCC3)cc2O[C@@H]1CN(C)C(=O)Cc1cccnc1 | -0.1 | 1 | 1 | -2 | -3 | -1 | -0.2 | 0
5 | CC(=O)Nc1c2c(nn1-c1ccccc1C)CSC2 | / | -10 | 4 | 1 | -9 | 3 | 0.1 | 1
6 | COc1ccc(NC(=O)C2CC(=O)N(c3ccccc3C)C2)c(OC)c1 (configuration not stated) | -0.1 | -3 | 1 | -3 | 8 | -4 | 0.0 | 2
7 | Cc1ccccc1/C=N/Nc1ccnc2cc(Cl)ccc12 | / | 0 | -3 | -16 | / | 4 | 0.2 | 1
8 | CC1CCCC(NC(=O)COC(=O)Cc2c[nH]c3ccccc23)C1C (configuration not stated) | 2.3 | / | 1 | -10 | / | 3 | 0.2 | -2
9 | N#Cc1ccc(C(=O)Nc2ccn(-c3ccccc3)n2)cc1 | / | / | -1 | -8 | / | 2 | 0.4 | -4
10 | COC(=O)C1CCN(C(=O)/C=C/c2ccccc2)CC1 | -2.3 | / | 3 | -9 | / | 0 | 0.7 | 0
11 | CC(=O)c1cc(C#N)c(NCCCN(C)C)nc1C | / | 4 | -3 | -13 | -1 | -3 | 0.2 | 2
12 | CCOC(=O)C1CC(=NO)c2ccc(OC)c(OC)c2C1 (configuration not stated) | / | -3 | -1 | -24 | -3 | -17 | 0.0 | -8
13 | O=C(Nc1ccccc1C(=O)O)c1ccc(CN2C(=O)c3ccccc3C2=O)cc1 | / | -10 | 3 | -14 | 2 | 3 | 0.2 | -3
14 | O=C(NC1CCCCC1)N[C@H]1CC[C@H](CC(=O)N2CCOCC2)O[C@H]1CO | 0.2 | 9 | 8 | -6 | -6 | -4 | 0.0 | -7
15 | CSc1sc(C(=O)NCC2CC2)c2c1S(=O)(=O)N(C)c1ccccc1-2 | -0.1 | / | 4 | -11 | -2 | 2 | 0.0 | 6
16 | COc1cccc(CN2CCC(C(=O)NC(c3ccc4c(c3)OCO4)c3ccccn3)CC2)c1 (configuration not stated) | 0.5 | 0 | 1 | -7 | 0 | 2 | -0.1 | -1
17 | COc1cccc(NC(=O)C(Sc2nnnn2C)c2ccccc2)c1 (configuration not stated) | / | / | -2 | -7 | / | -3 | 0.1 | -2
18 | COc1ccc(S(=O)(=O)N(C)C[C@H]2OCc3cn(nn3)CCCC(=O)N([C@H](C)CO)C[C@@H]2C)cc1 | -0.2&-0.2 | 11&5&8 | -2&-7&4 | 2&8&3 | -1&-1&-7 | 0&-16&1 | -0.1&-0.2 | 3&1&-1
19 | O=C(NC1CCCN(Cc2ccc(Cl)cc2)C1)c1ccccc1C(F)(F)F (configuration not stated) | / | 3 | 7 | -14 | -2 | 1 | 0.4 | -1
20 | CC(CC(=O)Nc1cccc(F)c1)S(=O)(=O)c1ccc2c(c1)NC(=O)CO2 (configuration not stated) | -0.3 | -3 | 6 | 0 | -6 | 1 | 0.1 | 2
21 | Cc1ccc(NC2CCCN(C(=O)c3ccoc3)C2)cc1C (configuration not stated) | / | -3 | -2 | -15 | 8 | -7 | 0.0 | 1
22 | NC(=O)c1nn(CC(=O)Nc2cccc(S(=O)(=O)N3CCCCCC3)c2)c(=O)c2ccccc12 | -0.4 | 5 | 4 | -1 | 13 | -2 | 0.4 | 4
23 | O=C(C[C@H]1C=C[C@@H](NC(=O)C2CCC2)[C@H](CO)O1)NC1CCC1 | 0.3 | -10 | -4 | 9 | 0 | 0 | -0.1 | -4
24 | O=C(O)c1ccccc1C(=O)N1CCN(C(=O)c2ccccc2Cl)CC1 | / | / | 0 | -7 | 3 | 17 | 0.5 | 2
25 | CCn1cc(S(=O)(=O)c2ccc(OC)cc2)c(=O)c2cc(OC)ccc21 | -0.6 | -10 | 1 | -14 | -2 | 1 | 0.1 | 1
26 | C[C@H](CO)N1C[C@H](C)[C@@H](CN(C)C(=O)C2CCCCC2)OCCCC[C@H](C)Oc2ccc(NS(=O)(=O)c3ccc(F)cc3)cc2C1=O | 0.0 | -2 | 8 | 12 | 8 | 1 | -0.2 | 5
27 | OC(CNCCc1ccccc1)COc1ccc(OCC(O)CNCCc2ccccc2)cc1 (configuration not stated) | 0.2 | 2 | 6 | -25 | / | -9 | 0.0 | -1
28 | CC1CCc2nc3ccc(S(=O)(=O)N4CCC(C(=O)NC5CCCC5)CC4)cc3c(C(=O)O)c2C1 (configuration not stated) | 93* | -26 | 4 | -36 | -6 | -13 | 0.1 | 8
29 | CCN1C(=O)[C@H]2[C@H]3CN=C(SC)N3[C@@](C)(C(=O)OC)[C@H]2C1=O | -0.2 | -3 | 3 | -162 | 2 | 13 | 0.1 | -1
30 | CCCNC(=O)C[C@H]1CC[C@@H]2[C@@H](COc3ccc(NC(=O)c4ccc(C(F)(F)F)cc4)cc3C(=O)N2C)O1 | -0.1 | -5 | 10 | 2 | 32 | -2 | 0.3 | 1

# One compound at a time, as listed above.
# Record of Cc1ccc(NC2CCCN(C(=O)c3ccoc3)C2)cc1C (configuration not stated) : E-sel inducer: /; RAD54 inh: -3; ERp5 inh: -2; RAD52 anneal inh: -15; esBAF inh: 8; S100A4 MyoIIA: -7; Xi reactivation: 0.0; ERAP1 inh: 1
# Record of CC1CCc2nc3ccc(S(=O)(=O)N4CCC(C(=O)NC5CCCC5)CC4)cc3c(C(=O)O)c2C1 (configuration not stated) : E-sel inducer: 93*; RAD54 inh: -26; ERp5 inh: 4; RAD52 anneal inh: -36; esBAF inh: -6; S100A4 MyoIIA: -13; Xi reactivation: 0.1; ERAP1 inh: 8

# Carrying on.
cpd | structure | E-sel inducer | RAD54 inh | ERp5 inh | RAD52 anneal inh | esBAF inh | S100A4 MyoIIA | Xi reactivation | ERAP1 inh
31 | Cc1ccc2cc(CN(CC3CCCO3)C(=O)Nc3ccccc3F)c3nnnn3c2c1 (configuration not stated) | / | / | 1 | -6 | 45* | -40 | 0.0 | 3
32 | Cc1cc(N2CCN(CC(C)(C)O)C[C@H]2C)ccc1N1CCN(CC(C)(C)O)[C@@H](C)C1 | 0.0 | / | -2 | 4 | / | -12 | 0.4 | 4
33 | COc1ccc(CN(CC2CCC(C(=O)O)CC2)C(=S)Nc2cc(Cl)ccc2OC)cc1 (configuration not stated) | / | / | 1 | -15 | / | -2 | 0.0 | 1
34 | C[C@@H]1CCCCO[C@H](CN(C)C(=O)Nc2cccc3ccccc23)[C@H](C)CN([C@@H](C)CO)C(=O)c2cc(NS(C)(=O)=O)ccc2O1 | -0.1 | -4 | 0 | 18 | 0 | 7 | 0.0 | -1
35 | CN(C)CC(=O)Nc1ccc2c(c1)[C@@H]1C[C@@H](CC(=O)NCc3ccccc3F)O[C@H](CO)[C@@H]1O2 | -0.1 | -5 | / | / | 1 | / | -0.1 | /
36 | O=C(Nc1cc(F)ccc1F)N1CC(=O)N2[C@H](C1)[C@@H](c1ccc(C#CC3CCCCC3)cc1)[C@@H]2CO | -0.8 | / | 2 | -3 | / | 4 | 0.0 | -2
37 | Cc1ccc(OCC(O)CNCc2ccc(F)cc2)cc1 (configuration not stated) | -0.2 | 1 | -2 | -32 | -1 | -14 | 0.2 | 1
38 | O=C(/C=C/c1ccccc1)Oc1ccccc1C(=S)N1CCOCC1 | / | / | 3 | -2 | / | -1 | 0.0 | 0
39 | O=C(Nc1nccs1)C1CC(=O)N(c2ccc(Cl)cc2)C1 (configuration not stated) | / | 8 | -1 | -10 | -9 | -1 | 0.0 | -6
40 | Cc1ccc(NC(=S)NC2CCSc3ccccc32)cc1 (configuration not stated) | 14 | 1 | 5 | -19 | 1 | -2 | 0.3 | -2
41 | Cc1noc(C)c1CN1C(=O)c2ccccc2C1=O | -1.1 | -11 | 1 | -1 | -5 | -3 | -0.1 | 1
42 | CCC(O)C1CCN(C(=O)c2cc(COc3ccc4ncccc4c3)on2)CC1 (configuration not stated) | 0.5 | / | 6 | -2 | / | -5 | 0.0 | -1
43 | Cc1ccc(NC(=O)Nc2ccc3c(c2)C(=O)N(C)[C@@H]2CC[C@@H](CC(=O)NCC(F)(F)F)O[C@H]2CO3)cc1 | -0.2 | -3 | -2 | 14 | 8 | -1 | 0.1 | -2
44 | O=C(N/N=C/c1ccncc1)c1cc(-c2ccc(Br)s2)[nH]n1 | / | -1 | 1 | -18 | / | 0 | 0.0 | 0
45 | O=[N+]([O-])c1ccc(Oc2cccc3cccnc23)c(Cl)c1 | / | -2 | 2 | -7 | 1 | -2 | 0.0 | -3
46 | CCOC(=O)/C(C#N)=C/Nc1cc(C(C)(C)C)sc1C(C)=O | / | / | 1 | -7 | / | -8 | 0.1 | -2
47 | C=CCc1cc(C)ccc1OCCOCCC(C(=O)OCC)C(=O)OCC | / | / | -11 | 2 | -2 | 5 | 0.0 | -1
48 | O=C1COc2ccc(C(=O)NCc3ccco3)cc2N1 | / | 2 | 2 | -16 | 0 | -1 | / | -1
49 | N=c1sccn1CC(=O)Nc1ccc(S(N)(=O)=O)cc1 | / | -9 | 0 | -7 | -9 | 4 | 0.0 | -3
50 | Cc1c(Cl)sn(-c2ccc(Cl)cc2)c1=O | / | 6 | 14 | -15 | -8 | 1 | 0.0 | 3

# Entries listed so far that have an aryl methoxy group (8):
cpd | structure | E-sel inducer | RAD54 inh | ERp5 inh | RAD52 anneal inh | esBAF inh | S100A4 MyoIIA | Xi reactivation | ERAP1 inh
1 | COc1ccc(NC(=O)CSc2nnc(CNc3ccc(C)cc3)n2C)cc1 | / | / | -2 | -3 | / | 0 | 0.0 | 0
6 | COc1ccc(NC(=O)C2CC(=O)N(c3ccccc3C)C2)c(OC)c1 (configuration not stated) | -0.1 | -3 | 1 | -3 | 8 | -4 | 0.0 | 2
12 | CCOC(=O)C1CC(=NO)c2ccc(OC)c(OC)c2C1 (configuration not stated) | / | -3 | -1 | -24 | -3 | -17 | 0.0 | -8
16 | COc1cccc(CN2CCC(C(=O)NC(c3ccc4c(c3)OCO4)c3ccccn3)CC2)c1 (configuration not stated) | 0.5 | 0 | 1 | -7 | 0 | 2 | -0.1 | -1
17 | COc1cccc(NC(=O)C(Sc2nnnn2C)c2ccccc2)c1 (configuration not stated) | / | / | -2 | -7 | / | -3 | 0.1 | -2
18 | COc1ccc(S(=O)(=O)N(C)C[C@H]2OCc3cn(nn3)CCCC(=O)N([C@H](C)CO)C[C@@H]2C)cc1 | -0.2&-0.2 | 11&5&8 | -2&-7&4 | 2&8&3 | -1&-1&-7 | 0&-16&1 | -0.1&-0.2 | 3&1&-1
25 | CCn1cc(S(=O)(=O)c2ccc(OC)cc2)c(=O)c2cc(OC)ccc21 | -0.6 | -10 | 1 | -14 | -2 | 1 | 0.1 | 1
33 | COc1ccc(CN(CC2CCC(C(=O)O)CC2)C(=S)Nc2cc(Cl)ccc2OC)cc1 (configuration not stated) | / | / | 1 | -15 | / | -2 | 0.0 | 1
